Screening data (PubChem BioAssay)
DT40 TDP1 no CPT = qHTS for Inhibitors of human tyrosyl-DNA phosphodiesterase 1 (TDP1): qHTS in cells in absence of CPT; Potency, µM (series often up to 46.2 µM), for inactives: at the top dose activity change, negative = growth inhibition, most hits filed as inhibitors; AID 686978, 2013; DT40 Tdp1-/- hTDP1 cells, no CPT, ATP luminescence, 48 h; actives 15% (n = 420,000); also: nearly all actives have a fitted effect of over 55% in size
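Growth kinetics read by CellTiter-Glo luminescence after ≥48 hr at 37 °C. Cells: DT40 Tdp1-/- stably carrying human TDP1, 400 per well, compound exposure in the absence of CPT (DMSO vehicle).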
TDP1 block = blocks human tyrosyl-DNA phosphodiesterase 1. actives 0.28% (n = 350,000). recombinant TDP1, AlphaScreen DNA substrate cleavage. Q9NUW8. Potency, µM (doses to about 130 µM), without a hit: top-dose activity change, negative = inhibition, usual class: inhibitors; also: nearly all actives have a fitted effect of over 40% in size
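Recombinant E. coli-expressed Tdp1 (1 nM) preincubated with compound 15 min at RT, then 5'-biotin/3'-phosphotyrosine-FITC DNA substrate (15 nM) added for 5 min. AlphaScreen beads (10 ug/ml) added, 10 min RT; tyrosine-FITC cleavage read as signal loss.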
GCN5L2 inh = inhibitors of human GCN5L2 histone acetyltransferase; GCN5L2 HAT assay, ThioGlo1 CoA-SH fluorescence; Q92830; AID 504327; actives 0.21% (n = 390,000); Potency, µM (titrated, usually from 58.9 µM), without a hit: at the top dose activity change, negative = inhibition, most hits filed as inhibitors
Target sequence (Q92830 whole entry, looked up): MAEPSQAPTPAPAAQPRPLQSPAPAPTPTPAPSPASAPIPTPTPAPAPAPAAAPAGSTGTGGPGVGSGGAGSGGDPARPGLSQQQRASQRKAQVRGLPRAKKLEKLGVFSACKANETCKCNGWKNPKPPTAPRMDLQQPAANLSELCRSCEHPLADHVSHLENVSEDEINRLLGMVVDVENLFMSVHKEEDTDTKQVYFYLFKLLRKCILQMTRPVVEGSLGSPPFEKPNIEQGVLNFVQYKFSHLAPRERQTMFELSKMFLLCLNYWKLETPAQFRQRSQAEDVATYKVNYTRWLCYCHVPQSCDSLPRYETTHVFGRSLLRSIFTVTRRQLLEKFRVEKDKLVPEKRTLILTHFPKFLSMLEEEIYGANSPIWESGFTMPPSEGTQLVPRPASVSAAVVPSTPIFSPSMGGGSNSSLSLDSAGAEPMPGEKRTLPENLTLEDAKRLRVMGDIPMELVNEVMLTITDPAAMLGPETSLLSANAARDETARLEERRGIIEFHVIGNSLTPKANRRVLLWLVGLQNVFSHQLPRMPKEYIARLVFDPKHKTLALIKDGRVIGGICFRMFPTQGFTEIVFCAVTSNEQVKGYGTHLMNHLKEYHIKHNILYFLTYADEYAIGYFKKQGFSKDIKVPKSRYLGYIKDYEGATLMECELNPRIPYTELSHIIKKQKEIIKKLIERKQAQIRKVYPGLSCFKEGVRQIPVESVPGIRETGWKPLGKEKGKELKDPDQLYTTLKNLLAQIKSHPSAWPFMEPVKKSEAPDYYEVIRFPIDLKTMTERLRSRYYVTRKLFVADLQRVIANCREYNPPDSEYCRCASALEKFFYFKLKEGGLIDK
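ThioGlo1-coupled HAT assay: 20nM GCN5L2, 70uM acetyl-CoA, 75uM H3(1-25) peptide, pH 7.5. Fluorescence read at 340/540nm at start and after 20 min at room temperature.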
Active calls of the source: *; ? = inconclusive; nt = no result given; & = joins results of further samples; [ ] = dose if it differs, or a comment. Calls follow the shape of the dose curve; as a rule, active = well fitted curve in the direction sought with a large enough effect; inconclusive = small, poorly fitted or top-dose-only effect, or another doubt; inactive = no such curve, though single readings can be large; an effect the other way counts as inactive or inconclusive. % is scaled to controls: 0 for no effect and ±100 for the full control effect; potency is read from the fitted curve at half-maximal effect.

SMILES	DT40 TDP1 no CPT	TDP1 block	GCN5L2 inh
O=C(CNC(=O)c1ccco1)N/N=C/c1ccc(O)c([N+](=O)[O-])c1	-5%	2%	-6%
CCC[C@@H](NS(=O)(=O)c1ccc(C)cc1)C(=O)Oc1ccc2c3c(c(=O)oc2c1)CCC3	?	0%	-17%
O=C(Nc1ccccc1Cl)c1cccc(NC(=O)C2CCCC2)c1	?	4%	-7%
CCOC(=O)Cn1nc(-c2ccc(C)cc2)c2ccccc2c1=O	-19%	-1%	-1%
COc1ccc(OC)c(N/C(=N/C(=S)Nc2ccccc2)Nc2nc(C)cc(C)n2)c1	8.2µM*	0%	-4%
C=CCSc1nnc(Cc2c(C)[nH]c3ccccc23)o1	-22%	5%	-3%
CCc1nn(CC(=O)NCCN2CCN(C)CC2)c(=O)c2cc3c(OC)cccc3n12	0%	6%	-10%
CCn1nc(C)c(NC(=O)/C=C/c2cnn(C)c2C)c1C	7%	4%	-17%
CC(C)C(NC(=S)NCc1ccccc1)C(=O)O (stereo unspecified)	3%	2%	-1%
Cc1ccc(N(Cc2ccc([N+](=O)[O-])cc2)C(=O)c2ccco2)cc1C	?	8%	-9%
CC(C)(C)N(Cc1ccccc1)C(=O)COC(=O)C1=NN(c2ccccc2)C(=O)CC1	9%	-2%	-5%
CC(C)CN(C(=O)COc1ccc2ccc(=O)oc2c1)C1CCS(=O)(=O)C1 (stereo unspecified)	42%[activator]	5%	-19%
O=C1COc2ccccc2N1Cc1c(F)cccc1Cl	?	nt	18%
CC(=O)c1cccc(NC(=S)NCCc2ccc(F)cc2)c1	?	-3%	2%
O=C(NC1CCCC1)c1ccc(COCC(F)(F)C(F)F)o1	1%	-2%	nt
Cc1ccc(S(=O)(=O)NC2CCC(C(=O)O)CC2)cc1 (stereo unspecified)	2%	4%	-2%
CC1(C)NC(=O)N(CC(O)CN(c2ccccc2)S(=O)(=O)c2ccc([N+](=O)[O-])cc2)C1=O (stereo unspecified)	-1%	6%	16%
O=C(Nc1cnccc1C(F)(F)F)NC1CCCCC1	-19%	8%	0%
CC(C)=C(C#N)c1nc2ccccc2s1	-12%	3%	-28%
Cc1ccc(C(=O)Nc2c(C)cc(-c3ccccc3)oc2=O)cc1	-20%	8%	-7%

5 entries picked at random from those above, as already listed:
SMILES	DT40 TDP1 no CPT	TDP1 block	GCN5L2 inh
CCn1nc(C)c(NC(=O)/C=C/c2cnn(C)c2C)c1C	7%	4%	-17%
Cc1ccc(N(Cc2ccc([N+](=O)[O-])cc2)C(=O)c2ccco2)cc1C	?	8%	-9%
C=CCSc1nnc(Cc2c(C)[nH]c3ccccc23)o1	-22%	5%	-3%
COc1ccc(OC)c(N/C(=N/C(=S)Nc2ccccc2)Nc2nc(C)cc(C)n2)c1	8.2µM*	0%	-4%
CC(C)C(NC(=S)NCc1ccccc1)C(=O)O (stereo unspecified)	3%	2%	-1%

(more compounds)
SMILES	DT40 TDP1 no CPT	TDP1 block	GCN5L2 inh
N#Cc1cccc(OC(=O)c2ccc3c(=O)n4c(nc3c2)CCC4)c1	-17%	nt	-14%
Clc1ccccc1N1CCN(c2ncnc3c2c(-c2ccccc2)cn3-c2ccccc2)CC1	21µM*	3%	0%
CC(C)C(c1nnnn1CC1CCCO1)N1CCN(Cc2ccc3c(c2)OCO3)CC1 (stereo unspecified)	-11%	1%	-22%
Cc1ccc(-c2nnc(SCC(=O)NCCC(C)C)nc2-c2ccc(C)cc2)cc1	13µM*	8%	-7%
COc1ccc(-n2c(O)cnc2Nc2nc(C)cc(C)n2)cc1OC	-1%	-8%	-4%
CCCS(=O)(=O)c1ncc(Cl)c(C(=O)N2CCN(c3ccc(OC)cc3)CC2)n1	3.7µM*	5%	6%
CC(=O)c1c(C)[nH]c(C(=O)OCC(=O)Nc2ccc(Cl)cc2[N+](=O)[O-])c1C	1.8µM*	6%	20%
Cc1ccc(Cl)cc1NC(=O)C1CCCN(S(=O)(=O)c2c(C)noc2C)C1 (stereo unspecified)	?	9%	0%
C=CCSc1ncc(C(=O)OCC)c(N)n1	2%	2%	2%
O=C(Nc1ccc2c(c1)OCO2)c1cccc(S(=O)(=O)N2CCCC2)c1	?	8%	-13%
COc1cc(C(=O)Nc2ccc(C(=O)NCC3CCCO3)cc2)cc(OC)c1OC (stereo unspecified)	-27%	3%	-14%
COc1cccc2c1OCC1COc3c(c(=O)n(C)c(=O)n3C)C21 (stereo unspecified)	3%	6%	0%
CCc1noc2c1/C(=N\O)CC(c1ccccc1)C2 (stereo unspecified)	16µM*	5%	-15%
CC1(C)Cc2ccccc2-c2nnc(-c3ccccc3)n21	-5%	3%	-8%
Cn1cnnc1Sc1nc2c(c(=O)n(C)c(=O)n2C)n1Cc1ccccc1Cl	-28%	4%	-15%
CC(=O)Oc1ccc(-c2nc3ccccc3c(=O)o2)cc1	-4%	3%	-6%
c1ccc2sc(N3CN(CCN4CCOCC4)CN(c4nc5ccccc5s4)C3)nc2c1	?	4%	-3%
CCC(C)N(C(=O)C(F)(F)F)C(C(=O)NC1CCCCC1)c1ccncc1 (stereo unspecified)	-22%	2%	-7%
CC1CCCN(CCCOc2ccc(Br)cc2Cl)C1 (stereo unspecified)	?	nt	-3%
Cc1ccc(N(CC(=O)NN=C2CCN(C)CC2)S(=O)(=O)c2ccccc2)c(C)c1	-13%	5%	-5%
CCc1ccc(C(=O)C(C)OC(=O)Cc2n[nH]c(=O)c3ccccc23)cc1 (stereo unspecified)	7.3µM*	2%	-12%
O=C(Cc1ccccc1)Nc1nnc(-c2ccccc2)o1	?	nt	1%
N/C(=N\OC(=O)CCCOc1ccccc1)c1ccc([N+](=O)[O-])cc1	?	-4%	-7%
CC1CCCCC12NC(=O)N(CC(=O)OCC(=O)NC(=O)c1ccccc1)C2=O (stereo unspecified)	27%	1%	0%
Cc1nnc(NC(=O)CCC(=O)N2CCN(CCOc3cccc4ccccc34)CC2)s1	23µM*	nt	-3%
CCCCC(=O)NCCNc1nc2c(c(=O)n(C)c(=O)n2C)n1Cc1ccccc1	?	2%	2%
COc1ccccc1NC(=O)C(C)OC(=O)Cc1ccsc1 (stereo unspecified)	5%	3%	-2%
COc1cc(C(=O)Nc2cccc(-c3nc4ccccc4o3)c2C)cc(OC)c1OC	-12%	5%	-3%
c1coc(CNc2c3c(nc4ncnn24)CCC3)c1	-29%	5%	-4%
N#C/C(=C\c1ccncc1)C(=O)Nc1ccc(C(=O)O)cc1	-8%	nt	-17%
COCCNC(=O)CN1C(=O)COc2ccc(S(=O)(=O)N3CCOCC3)cc21	-7%	5%	0%
O=C(CCc1ccccc1)NCc1nc2cccnc2n1Cc1ccc(F)cc1	?	5%	-15%
CN1C(=O)[C@@H]2[C@H](C1=O)[C@@H]1C(=O)Nc3ccccc3C(=O)N1[C@@H]2c1ccc(Br)cc1	-16%	-1%	0%
C=CCN1C(=O)C(C)(C)Nc2ccccc21	4%	1%	-3%
CS(=O)(=O)c1nc(S(=O)(=O)c2ccc(Cl)cc2)c(NCCCN2CCOCC2)s1	21%	1%	-3%
CN(C)Cc1ccccc1-c1cc(NC2CC2)ncn1	2%	3%[56.1 µM]	-6%
COCCn1ccc2c(OCC(=O)Nc3cccc(OC)c3)cccc2c1=O	15µM*	-3%	-2%
C/C(=N\NC(=O)CNc1cccc(C(F)(F)F)c1)c1cccs1	?	-1%	1%
CC(NC(=O)c1ccccc1F)c1cccc2ccccc12 (stereo unspecified)	?	-5%	-5%
CCOc1ccccc1NC(=O)CCNS(=O)(=O)c1ccc(NC(C)=O)cc1	-19%	nt	-2%

A different layout for three compounds above:
CN(C)Cc1ccccc1-c1cc(NC2CC2)ncn1
  DT40 TDP1 no CPT = 2%; TDP1 block = 3%[56.1 µM]; GCN5L2 inh = -6%
COCCn1ccc2c(OCC(=O)Nc3cccc(OC)c3)cccc2c1=O
  DT40 TDP1 no CPT = 15µM*; TDP1 block = -3%; GCN5L2 inh = -2%
C/C(=N\NC(=O)CNc1cccc(C(F)(F)F)c1)c1cccs1
  DT40 TDP1 no CPT = ?; TDP1 block = -1%; GCN5L2 inh = 1%

Six entries from above, with bars between the fields.
mol | DT40 TDP1 no CPT | TDP1 block | GCN5L2 inh
CCc1ccc(C(=O)C(C)OC(=O)Cc2n[nH]c(=O)c3ccccc23)cc1 (stereo unspecified) | 7.3µM* | 2% | -12%
O=C(Cc1ccccc1)Nc1nnc(-c2ccccc2)o1 | ? | nt | 1%
N/C(=N\OC(=O)CCCOc1ccccc1)c1ccc([N+](=O)[O-])cc1 | ? | -4% | -7%
CC1CCCCC12NC(=O)N(CC(=O)OCC(=O)NC(=O)c1ccccc1)C2=O (stereo unspecified) | 27% | 1% | 0%
Cc1nnc(NC(=O)CCC(=O)N2CCN(CCOc3cccc4ccccc34)CC2)s1 | 23µM* | nt | -3%
CCCCC(=O)NCCNc1nc2c(c(=O)n(C)c(=O)n2C)n1Cc1ccccc1 | ? | 2% | 2%

Other records follow.
SMILES	DT40 TDP1 no CPT	TDP1 block	GCN5L2 inh
Cc1ccn2c(Nc3ccccc3C)c(-c3ccccc3)nc2c1	?	5%	-25%
CCc1ccccc1NC(=O)N1CCN(Cc2nc3ccc(C)cc3o2)CC1	-13%	-4%	0%
Cc1ccc(N(C)S(=O)(=O)c2cccc(C(=O)Nc3ccc(C)cn3)c2)cc1	?	5%	-10%
O=C(O/N=C\c1ccc(N2CCCCC2)c([N+](=O)[O-])c1)c1ccc(Cl)cc1Cl	-24%	9%	-8%
CCN(CC)c1ccc([N+](=O)[O-])cc1C(=O)O	-15%	0%	-9%
CN(C)S(=O)(=O)c1ccc(C(=O)Nc2c(C(=O)Nc3ccc(F)cc3)oc3ccccc23)cc1	?	4%	-4%
CCN1CCN(c2ccc(S(=O)(=O)N3CCCCC3)cc2NC(=O)c2cc3ccccc3o2)CC1	16µM*	4%	-2%
Cc1cc(NC(=O)CSc2nc3sc(C)c(C)c3c(=O)n2C2CCCC2)no1	-29%	-2%	6%
COc1ccc(CC(=O)NNc2ncnc3c2cnn3Cc2ccccc2)cc1OC	6%	4%	-1%
CC(C)NC(=O)CSc1cn(CC(=O)N2CCCCCC2)c2ccccc12	-21%	5%	-2%
CCOC(=O)c1[nH]c(C(=O)O)c(CCN(CC)CC)c1C	-10%	-2%	0%
CC(=O)N1c2ccc(S(=O)(=O)N3CCCCCC3)cc2CC1C(=O)NCc1cccc(F)c1 (stereo unspecified)	-20%	9%	-1%
Cn1c(NCc2ccccc2O)nc2ccccc21	-15%	2%	-6%
COc1cc(OCC(N)=O)cc(OC)c1OC	2%	6%	3%
O=C(NCCc1csc(-c2cccc(F)c2)n1)c1ccco1	?	1%&2%	-1%&-6%
O=C(NCCCN1CCN(c2ccccc2F)CC1)c1ccc2nc(N3CCCCC3)sc2c1	?	3%	1%
Cc1ccc(C(=O)Nc2ccc(S(=O)(=O)N3CCc4ccccc4C3)cc2)o1	-7%	10%	-5%
CC12c3ccccc3C(c3ccccc31)C1C(=O)N(Cc3cccnc3)C(=O)C12 (stereo unspecified)	?	2%	3%
O=C(O)c1ccc2c(=O)n3c(nc2c1)/C(=C/c1ccc(F)cc1)CC3	-8%	nt	?
Cc1ccc(O)c(C2=NCCNC(C(F)(F)C(F)F)=C2)c1	-23%	6%	-4%
CCCOc1ccc([N+](=O)[O-])c(N)c1	-3%	6%	2%
Cc1cc(N/N=C/c2ccc(O)cc2O)nc(N2CCOCC2)n1	-28%	10%	-9%
COc1ccc(-c2cn3nc(N4CCC(C(=O)Nc5cccc(OC)c5)CC4)sc3n2)cc1	-25%	4%	1%
OCCC1CN(Cc2ccc3nsnc3c2)CCN1C1CCCCC1 (stereo unspecified)	-2%	nt	-6%
CC1Cc2ccccc2N1CC(=O)NCc1ccccc1Cl (stereo unspecified)	?	7%	-2%
COCCn1nnnc1C(CC(C)C)N1CCN(c2ccccc2)CC1 (stereo unspecified)	-20%	1%	-2%
COc1ccc(C(CNC(=O)c2ccccc2SC)N(C)C)cc1 (stereo unspecified)	-11%	5%	-6%
COc1ccc(C2C(C(=O)O)c3ccccc3C(=O)N2Cc2ccco2)cc1 (stereo unspecified)	9%	5%	-5%
COc1ccc(-n2cc(-c3ccccc3)c3c(N4CCOCC4)ncnc32)cc1	18µM*	5%	-5%
COC(=O)c1sccc1NC(=S)NCc1ccc(Cl)cc1	-17%	nt	-5%
CCc1ccc(C(=O)N/N=C(\C)c2ccncc2)s1	-3%	5%	-4%

This is a subset, so the mix of outcomes need not match the whole.
